# Source: PubChem
# GLP1R ag: qHTS of GLP-1 Receptor Agonists; HEK293 GLP-1R CRE-luciferase, luminescence, 4-6 h; cells express a hypersensitive GLP-1R form; Potency, µM (top dose mostly 45.6 µM), for the others: at the top dose activation, actives largely listed as activators; 380,000 tested, 0.007% active; also: potency is read from the fitted curve at half-maximal effect; % of control where 0% means no effect
# Target sequence (P43220 whole entry, looked up): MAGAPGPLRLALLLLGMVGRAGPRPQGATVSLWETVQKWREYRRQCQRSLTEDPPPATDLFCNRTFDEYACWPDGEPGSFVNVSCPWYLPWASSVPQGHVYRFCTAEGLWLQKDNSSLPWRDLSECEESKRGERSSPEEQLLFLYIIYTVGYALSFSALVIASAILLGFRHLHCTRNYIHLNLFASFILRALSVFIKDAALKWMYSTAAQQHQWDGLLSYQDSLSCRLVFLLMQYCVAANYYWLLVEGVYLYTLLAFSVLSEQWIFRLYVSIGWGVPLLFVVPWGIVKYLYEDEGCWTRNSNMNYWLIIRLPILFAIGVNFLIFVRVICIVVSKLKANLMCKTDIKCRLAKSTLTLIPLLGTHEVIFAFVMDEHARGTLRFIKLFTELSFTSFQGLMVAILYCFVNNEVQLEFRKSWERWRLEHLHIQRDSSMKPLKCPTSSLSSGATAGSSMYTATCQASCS
# KB-3-1 tox: qHTS assay for MDR1-selective chemotherapeutics: Primary screen using the parental adenocarcinoma cell KB-3-1. 400,000 tested, 1.4% active. Potency, µM (doses to about 46.1 µM), for inactives: at the highest dose activity change, negative = cytotoxic, actives largely listed as cytotoxic. KB-3-1 viability, CellTiter-Glo ATP luminescence, 72 h. AID 1347075, 2019; also: potency is read from the fitted curve at half-maximal effect; % is scaled to controls: 0 for no effect and ±100 for the full control effect; nearly all actives have a fitted effect of over 60% in size
#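 Using CellTiter-Glo luminescence, growth of non-resistant KB-3-1 adenocarcinoma cells is assessed 72 h after pin-tool compound addition at 37 °C. Normalized responses across the concentration series yield fitted curves.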
# HT1080 IDH1KD tx: qHTS for induction of synthetic lethality in tumor cells producing 2HG: qHTS for the HT-1080-IDH1KD cell line; HT-1080 IDH1 knockdown viability, ATP luminescence, 48 h; Potency, µM (titrated, usually from 46.1 µM), without a hit: top-dose activity, negative = toxicity, most hits filed as cytotoxic; 360,000 tested, 2% active; AID 686971, 2013;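 also: potency is read from the fitted curve at half-maximal effect; 0% = DMSO wells and -100% = cell-free medium wells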
#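 After a 2 h attachment period, IDH1KD HT-1080 cells took pin-transferred compound for 48 h at 37 °C; ATP-based luminescence after 10 min room-temperature reagent incubation reported viability.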
# IL-1B inflam inh: qHTS for Inhibitors of Inflammasome Signaling: IL-1-beta AlphaLISA Primary Screen. 360,000 tested, 4.7% active. THP-1 LPS/ATP IL-1B secretion, AlphaLISA, 16 h; stronger effect = lower value. activity change, % at 57.5 µM; in the data active = activity change below about -50%; inconclusive = mostly about -30% to -49%; also: % is scaled to controls: 0 for no effect and ±100 for the full control effect
#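 Secreted IL-1B measured by AlphaLISA bead assay after 16 h compound exposure of THP-1 cells; compounds (final up to 57.5 uM) added 1 h before LPS (250 ng/mL) and ATP (1.25 mM) stimulation; lower signal means less secretion.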
# KB-V1 cytotox: qHTS assay for MDR1-selective chemotherapeutics: Primary screen using the drug-selected MDR subline cells KB-V1; AID 1347076, 2019; Potency, µM (top dose mostly 46.1 µM), for inactives: at the top dose activity change, negative = cytotoxicity, usual class: cytotoxic; 400,000 tested, 3.4% active; KB-V1 MDR cells viability, CellTiter-Glo, 72 h; also: potency is read from the fitted curve at half-maximal effect; % is scaled to controls: 0 for no effect and ±100 for the full control effect; nearly all actives have a fitted effect of over 60% in size
#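 Luminescent ATP read-out (CellTiter-Glo, 10 min) measures survival of drug-selected KB-V1 MDR cells after 72 h, 37 degrees C compound exposure. Medium: phenol-red-free DMEM, 10% FBS. Values from fitted concentration-response curves.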
# SW480 rerep: A quantitative high throughput screen for small molecules that induce DNA re-replication in SW480 colon adenocarcinoma cells. SW480 DNA re-replication, Hoechst DNA content imaging, 48 h. Potency, µM (titrated, usually from 46.1 µM), for inactives: at the top dose re-replication activation, usual class: activators. 340,000 tested, 1.8% active. AID 624297, 2012; also: potency is read from the fitted curve at half-maximal effect; % of control where 0% means no effect; nearly all actives have a fitted effect of over 55% in size
#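 250 cells/well; 23 nL cpd via pin tool; 48 hr, 37 C, 5% CO2; Hoechst 40 min; imager read of total nuclear intensity, ex 405/em 500-530 nm.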
# DRD3 agonist: qHTS of D3 Dopamine Receptor Agonist: qHTS | D(3) dopamine receptor (Homo sapiens), P35462 | D3R DiscoveRx beta-arrestin cells, luminescence, 90 min | max activation, % | 410,000 tested, 0.58% active | AID 652048, 2013; in the data active = max activation above about 30%; also: 0% is about no effect; mostly tested at two doses, the higher about 12 µM
# Target sequence (P35462 whole entry, looked up): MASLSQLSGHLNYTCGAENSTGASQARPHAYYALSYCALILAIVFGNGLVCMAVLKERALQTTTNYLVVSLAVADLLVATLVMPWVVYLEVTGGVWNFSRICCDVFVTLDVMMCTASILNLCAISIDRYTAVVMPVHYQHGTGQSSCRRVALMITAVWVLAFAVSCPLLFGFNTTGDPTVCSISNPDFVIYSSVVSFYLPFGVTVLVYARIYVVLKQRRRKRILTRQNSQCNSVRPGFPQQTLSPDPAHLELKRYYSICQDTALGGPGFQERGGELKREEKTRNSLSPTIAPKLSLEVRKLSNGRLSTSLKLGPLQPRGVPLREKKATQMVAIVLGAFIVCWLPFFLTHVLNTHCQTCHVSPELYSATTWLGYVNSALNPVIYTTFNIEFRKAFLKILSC
#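 Cells at 1500/well, incubated overnight, then treated with pinned compounds (dopamine as control) for 90 min at 37 degrees C. DiscoveRx reagent added for 30 - 60 minutes at room temperature; luminescence read.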
# DRD3 antagonist: qHTS of D3 Dopamine Receptor Antagonist: qHTS; D(3) dopamine receptor (Homo sapiens), P35462; D3R cells, DiscoveRx beta-arrestin luminescence, antagonist mode; stronger effect = lower value; max response, negative = inhibition, %; 360,000 tested, 2.5% active; in the data active = max response below about -50%; inconclusive = no clear call, values can overlap the other calls; also: % is scaled to controls: 0 for no effect and ±100 for the full control effect; mostly tested at two doses, the higher about 12 µM
#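 Cells plated overnight at 1500 cells/well, then exposed to library compounds with dopamine controls for 90 minutes at 37 degrees C. DiscoveRx reagent added for 30–60 minutes at room temperature; luminescence read, quantitative HTS format.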
# HT1080-NT tox: qHTS for induction of synthetic lethality in tumor cells producing 2HG: qHTS for the HT-1080-NT fibrosarcoma cell line; HT-1080-NT fibrosarcoma viability, CellTiter-Glo ATP luminescence, 48 h; Potency, µM (highest dose often 46.1 µM), inactives show at the top dose activity, negative = less viability, actives largely listed as cytotoxic; 360,000 tested, 1.6% active;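 also: NT is the 2HG producing partner of a matched IDH1 knockdown line; potency is read from the fitted curve at half-maximal effect; 0% = DMSO-treated cells and -100% = media-only wells without cells; nearly all actives have a fitted effect of over 55% in size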
#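 A 48-hour cytotoxicity screen used HT-1080-NT cells plated 2 hours before compound delivery. ATP-based CellTiter-Glo luminescence measured viability, normalized to DMSO and no-cell controls.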
# The depositor's hits bear a star; u = inconclusive; x = no result given; [ ] = dose if it differs, or a comment. Unless noted, calls follow the shape of the dose curve; as a rule, active = well fitted curve in the direction sought with a large enough effect; inconclusive = small, poorly fitted or top-dose-only effect, or another doubt; inactive = no such curve, though single readings can be large; an effect the other way counts as inactive or inconclusive.
no.	Compound	GLP1R ag	KB-3-1 tox	HT1080 IDH1KD tx	IL-1B inflam inh	KB-V1 cytotox
1	CC(C)C1CC(C(=O)Nc2ccccc2)C(=O)O1 (stereo not given)	14%	-2%	-2%	-15	13%
2	COC(=O)c1c(/N=C/NOCc2ccc(Cl)cc2)sc2c1CCN(c1ncc(C(F)(F)F)cc1Cl)C2	-14%	4%	19%	7	7%
3	CCCCN(C)C(=O)CCCc1c[nH]c2ccccc12	6%	-2%	-5%	-25	0%
4	O=C(NN=C1CCC(c2ccccc2)CC1)c1cc2c(s1)CCCC2 (stereo not given)	0%	-1%	9%	2	3%
5	CN(CC(=O)Nc1ccccc1C(F)(F)F)C(=O)c1cc([N+](=O)[O-])ccc1N1CCOCC1	-8%	13%	1%	-3	-26%
6	COCCNC(=O)CN(CCc1ccccc1)S(=O)(=O)c1ccc(OC)cc1	-1%	3%	7%	-9	18µM*
7	COc1ccccc1CNC(=O)COc1ccc(S(=O)(=O)N2CCOCC2)cc1	5%	-7%	1%	-1	-16%
8	O=S(=O)(O)c1cc(Cl)cc(N=Nc2ccc(O)cc2O)c1O	-2%	-8%	-13%	0	0%
9	Cn1c(SCC(=O)NC(C)(C)C)nc(O)cc1=O	1%	18%	7%	4	11%
10	CC(=O)N1CCc2cc(NC(=O)C3(C)CCN3Cc3ccccc3Cl)ccc21 (stereo not given)	28%	-2%	x	-22	-23%
11	Cc1ccc(S(=O)(=O)N2CCN(C(=O)CN3C(=O)NC4(CCCC4)C3=O)CC2)c(C)c1	11%	6%	2%	4	u
12	CN(C)c1c([N+](=O)[O-])ncn1C	-2%	-17%	1%	15	7%

no.	SW480 rerep	DRD3 agonist	DRD3 antagonist	HT1080-NT tox
1	-5%[9.22 µM]	7	4	4%
2	-1%	2	0	30%
3	-9%	-1	3	-4%
4	-7%	-4	-13	5%
5	-2%	1	-3	1%
6	3%	5	-6	-2%
7	u	-10	-22	0%
8	-3%	-9	-21	-1%
9	u	18	17	4%
10	x	0	51	x
11	-37%[inhibitor]	4	-1	5%
12	-6%	-9	20	9%

# The list goes on, starting with the last four of the part before.
no.	Compound	GLP1R ag	KB-3-1 tox	HT1080 IDH1KD tx	IL-1B inflam inh	KB-V1 cytotox
9	Cn1c(SCC(=O)NC(C)(C)C)nc(O)cc1=O	1%	18%	7%	4	11%
10	CC(=O)N1CCc2cc(NC(=O)C3(C)CCN3Cc3ccccc3Cl)ccc21 (stereo not given)	28%	-2%	x	-22	-23%
11	Cc1ccc(S(=O)(=O)N2CCN(C(=O)CN3C(=O)NC4(CCCC4)C3=O)CC2)c(C)c1	11%	6%	2%	4	u
12	CN(C)c1c([N+](=O)[O-])ncn1C	-2%	-17%	1%	15	7%
13	COc1ccc(-n2c(SCC(=O)NCC3CCCO3)nc3n[nH]c(C)c3c2=N)cc1 (stereo not given)	-1%	-15%	-4%	-56*	-3%
14	Cn1c2ccccc2c2cc(/C=N/NC(=O)c3ccc(N)cc3)ccc21	22%	u	u	u	-23%
15	FC(F)Oc1ccc(NC(=S)NC2CCSc3ccccc32)cc1 (stereo not given)	-12%	x	u	-85*	x
16	CCOC(=O)C1=CN(Cc2cccc(F)c2)S(=O)(=O)NC1c1ccc2ccccc2c1 (stereo not given)	-3%	0%	-15%	-15	u
17	CN(CC(=O)NC1CC1)S(=O)(=O)c1ccc(Br)cc1	4%	-1%	-3%	5	u
18	CC(Oc1ccc2ccc(=O)oc2c1)C(=O)NC(Cc1c[nH]c2ccc(O)cc12)C(=O)O (stereo not given)	-2%	0%	3%	5	12%
19	Cc1cc(NC(=O)CSc2nnc(-c3ccccc3C)n2C)no1	-2%	5%	0%	29	-7%
20	CN1CCN(C(c2cccc(C(F)(F)F)c2)c2nnnn2C(C)(C)C)CC1 (stereo not given)	6%	-9%	-2%	-1	u
21	Cc1ccc(S(=O)(=O)Nc2ccccc2)cc1C(=O)N1CCCC1	2%	0%	4%	0	0%
22	Cc1cccc(NC(=S)NCCN2CCOCC2)c1C	-5%	15%	15%	7	22%
23	CCOC(=O)C1=NNC2(CC(=O)N(c3cc(C)cc(C)c3)C2=O)C1 (stereo not given)	2%	1%	2%	17	25%
24	CCCOc1ccc(C(=O)NCC(C)(C)N2CCOCC2)cc1	7%	4%	u	12	-28%

no.	SW480 rerep	DRD3 agonist	DRD3 antagonist	HT1080-NT tox
9	u	18	17	4%
10	x	0	51	x
11	-37%[inhibitor]	4	-1	5%
12	-6%	-9	20	9%
13	1%	7	-16	-7%
14	u	-14	-5	u
15	8%	-11	-27	u
16	-10%	-18	-59*	-12%
17	20%	2	12	-4%
18	-16%	12	4	3%
19	-5%	1	10	7%
20	2%	-4	4	2%
21	6%	10	0	2%
22	-1%	0	14	13%
23	-4%	6	-17	4%
24	1%	-2	4	20%

# One compound at a time, from the list above. Values in the order: GLP1R ag	KB-3-1 tox	HT1080 IDH1KD tx	IL-1B inflam inh	KB-V1 cytotox	SW480 rerep	DRD3 agonist	DRD3 antagonist	HT1080-NT tox
# COC(=O)c1c(/N=C/NOCc2ccc(Cl)cc2)sc2c1CCN(c1ncc(C(F)(F)F)cc1Cl)C2 is listed with -14%	4%	19%	7	7%	-1%	2	0	30%
# Cc1cc(NC(=O)CSc2nnc(-c3ccccc3C)n2C)no1 is listed with -2%	5%	0%	29	-7%	-5%	1	10	7%

# Next compounds
no.	Compound	GLP1R ag	KB-3-1 tox	HT1080 IDH1KD tx	IL-1B inflam inh	KB-V1 cytotox
25	COC(=O)c1c(NC(=O)COC(=O)CNC(=O)c2ccco2)sc(C)c1C	-2%	21%	9%	26	27%
26	N=c1c2c3c(sc2nc2n1CCCCC2)CCCCC3	10%	-18%	-9%	-12	-5%
27	CCc1cccc(C)c1NC(=O)c1cc(C)oc1C	-8%	1%	-6%	-5	u
28	COCCNc1nc2c(c(=O)n(Cc3ccc(OC)cc3)c(=O)n2C)n1C	5%	3%	3%	46	-5%
29	Nc1cc(C(=O)OCC(=O)NCc2ccc(F)cc2)ccc1Cl	10%	21%	2%	16	7%
30	COc1ccc(NC(=O)COC(=O)c2cc(C)oc2C)c([N+](=O)[O-])c1	14%	10%	12%	-7	-22%
31	COc1ccc(/C=N/N=C2\SC(CC(=O)O)C(=O)N2c2ccccc2)c(OC)c1 (stereo not given)	-1%	3%	11%	13	17%
32	N#Cc1cccc(OC(=O)C2CCN(C(=O)c3ccc(F)cc3)CC2)c1	-1%	-8%	2%	11	30%
33	Cc1nc(-c2ccc([N+](=O)[O-])cc2)nc2[nH]ccc(=O)c12	11%	-6%	30%	-8	-7%
34	O=C(Nc1cccc(O)c1)c1cccc(C(=O)Nc2cccc(O)c2)c1	-4%	7%	-1%	34	10%
35	N#Cc1c(NC(=O)CSc2nnc(-c3ccccc3)o2)sc2c1CCCC2	-2%	9%	-3%	-8	-2%
36	CCCC12CN3CC(CCC)(CN(C1)C3c1ccco1)C2=O (stereo not given)	4%	3%	9%	25	u

no.	SW480 rerep	DRD3 agonist	DRD3 antagonist	HT1080-NT tox
25	-10%	5	5	14%
26	-5%	-2	34	-2%
27	0%	-5	u	5%
28	-5%	0	-14	5%
29	-1%	-4	1	3%
30	-10%	4	19	8%
31	-73%[inhibitor]	-11	5	u
32	x	-4	0	3%
33	-12%	2	7	u
34	1%	-1	36	-1%
35	9%	-7	10	-7%
36	-9%	9	2	8%

# Next part.
no.	Compound	GLP1R ag	KB-3-1 tox	HT1080 IDH1KD tx	IL-1B inflam inh	KB-V1 cytotox
37	COc1ccc(NC(=O)CN2C(=O)C(C)SC(C)C2=O)c(OC)c1 (stereo not given)	-3%	-1%	0%	-4	u
38	CCc1ccc(/C=C2/Sc3ccccc3N(CC(=O)NCCCN3CCOCC3)C2=O)cc1	-3%	-2%	0%	-65*	-8%
39	Cc1ccc(C2=NNC(=Nc3ccc(F)cc3)SC2)cc1	6%	-23%	u	-74*	u
40	Cc1ccc(-c2n[nH]c(=S)n2/N=C/c2ccncc2)cc1	0%	0%	10%	-16	-10%
41	O=C(c1cccc(-c2nnc(-c3ccccc3)o2)c1)N1CCCCCC1	13%	-3%	-2%	-14	-38%
42	CC(C)CCNC(=O)NC(=O)COc1ncnc2sccc12	-4%	18%	2%	20	12%
43	Cc1ccc(-c2nnn(CCC(=O)N3CCCCC3C)n2)cc1 (stereo not given)	4%	1%	7%[9.24 µM]	-18	u
44	CCCC(CCC(=O)Nc1ccc(S(N)(=O)=O)cc1)C(=O)O (stereo not given)	-8%	0%	-5%	-12	u
45	CC(NC(=O)C1CCN(S(=O)(=O)c2ccc3c(c2)oc(=O)n3C)CC1)c1ccccc1 (stereo not given)	1%	-6%	x	x	26%
46	CCOc1ccc(CN2C(=O)CCC2(C)C(=O)NCc2cccnc2)cc1 (stereo not given)	5%	3%	8%	5	0%
47	C=CCn1c(SCC(N)=O)nnc1-c1cc(Br)ccc1O	-11%	5%	3%	-26	11%

no.	SW480 rerep	DRD3 agonist	DRD3 antagonist	HT1080-NT tox
37	-3%	-1	-14	-11%
38	u	-15	-22	8%
39	25%	0	2	u
40	-3%	-4	-22	-10%
41	3%	-9	31	5%
42	-7%	2	36	9%
43	2%	-3	-19	-24%
44	-8%	-10	-1	-4%
45	x	-4	x	x
46	-9%	4	26	-10%
47	1%	8	11	0%
